# cytoskel mod: cytoskeleton assembly modification; 0.18% of 91,000 active; AID 836; HUVEC TNFa F-actin phalloidin imaging, high content; inhibition, % at 2 µM;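 active = inhibition above the batch mean plus 3 SD and confirmed as a hit by visual image inspection, cut at about 30% in these data, passing the limit was not always enough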; note: strong numbers were not always called active
# FAK blocker: FAK (human) kinase inhibition; Q05397; biochemical FAK kinase activity assay; inhibition, %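 (tested at 7 µM)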; 0.84% of 97,000 active; in the data active = inhibition above about 19%;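 note: 0% = DMSO and 100% = reference compound high control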
# HIV Rev-RRE inh: disrupts HIV-1 Rev binding to RRE RNA; P05866; Rev peptide-RRE RNA binding, FRET; inhibition, % at 8 µM; 0.79% of 97,000 active; AID 704;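 active = inhibition above the screen-wide mean plus 3 SD, cut at about 35% in these data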;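 note: 0% = median DMSO wells and 100% = median Neomycin B control wells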
# Target sequence (P05866 whole entry, looked up): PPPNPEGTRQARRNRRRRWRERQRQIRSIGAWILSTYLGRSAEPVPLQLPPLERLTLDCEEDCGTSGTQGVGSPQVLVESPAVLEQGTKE
#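 Material: labelled RRE RNA duplex and labelled Rev peptide / Buffer or medium: HEPES pH 7.5 salt buffer with EDTA / Compound dosing: single point, 8 µM final nominal compound concentration / Benchmarks: DMSO low control, neomycin B high control / Timing: 5 min preincubation and 15 min binding, 25 °C / Technique: FRET fluorescence readout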
# LYP inh 2: inhibitors of human LYP (PTPN22) phosphatase; Q9Y2R2; recombinant LYP catalytic domain, DiFMUP fluorescence; inhibition, % at 2 µM; 0.21% of 96,000 active;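 active = inhibition at 2 µM at or above a set limit, the screen mean plus 3 SD, cut at about 24% in these data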;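 note: 0% = DMSO with enzyme and 100% = enzyme fully blocked by orthovanadate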
# Target sequence (Q9Y2R2 whole entry, looked up, the tested form may be a part): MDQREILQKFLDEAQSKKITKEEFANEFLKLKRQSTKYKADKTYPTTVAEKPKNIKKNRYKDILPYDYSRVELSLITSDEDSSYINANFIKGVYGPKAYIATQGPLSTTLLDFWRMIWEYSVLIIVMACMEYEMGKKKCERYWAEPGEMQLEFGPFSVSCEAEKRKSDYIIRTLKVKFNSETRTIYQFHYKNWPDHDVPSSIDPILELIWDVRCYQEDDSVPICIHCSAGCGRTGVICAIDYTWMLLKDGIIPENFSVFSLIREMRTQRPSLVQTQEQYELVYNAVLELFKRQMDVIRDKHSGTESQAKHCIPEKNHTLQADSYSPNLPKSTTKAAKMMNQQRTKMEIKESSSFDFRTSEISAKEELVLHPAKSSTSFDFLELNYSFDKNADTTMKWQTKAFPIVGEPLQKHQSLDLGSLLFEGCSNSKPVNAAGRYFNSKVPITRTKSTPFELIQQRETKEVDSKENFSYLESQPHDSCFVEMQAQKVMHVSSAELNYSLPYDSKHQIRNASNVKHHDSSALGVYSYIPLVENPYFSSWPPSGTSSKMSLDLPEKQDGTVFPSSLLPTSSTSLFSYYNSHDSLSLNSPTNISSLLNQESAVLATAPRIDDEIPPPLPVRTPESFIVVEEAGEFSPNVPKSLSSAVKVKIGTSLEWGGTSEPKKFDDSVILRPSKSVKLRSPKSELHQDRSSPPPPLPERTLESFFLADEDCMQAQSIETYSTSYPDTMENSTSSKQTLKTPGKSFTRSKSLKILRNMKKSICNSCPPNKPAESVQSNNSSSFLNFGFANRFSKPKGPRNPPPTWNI
# Plk1 PBD FP: blocks phosphopeptide binding to human Plk1 polo box domain | Plk1 PBD phosphopeptide binding, fluorescence polarization | inhibition, %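 (tested at about 20 µM)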 | 0.13% of 97,000 active; in the data active = inhibition above about 34%, passing the limit was not always enough
# PLK1 inh: blocks human PLK1 kinase activity | recombinant PLK1 kinase, TR-FRET peptide phosphorylation | 0.53% of 97,000 active | inhibition, % at 10 µM | P53350;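 active = inhibition of 50% or more in the single-concentration screen; inactive = inhibition below 50%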;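 note: 0% = DMSO max control and 100% = H-89 dihydrochloride min control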
# EphB4 antag: EphB4-ephrin-B2 interaction antagonism; inhibition, % at 7 µM; AID 720; EphB4 LBD / TNYL-RAW-Alexa532 peptide, fluorescence polarization; 0.15% of 97,000 active; P54760;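 active = inhibition above the screen-wide mean inhibition plus 3 SD, cut at about 15% in these data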;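 note: 0% = DMSO wells and 100% = excess unlabeled TNYL-RAW peptide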
# LYP act: activators of human LYP (PTPN22) phosphatase | recombinant LYP, DiFMUP fluorescence; 0 = plate median, 100 = signal doubled | Q9Y2R2 | activation, % at 2 µM | 0.11% of 96,000 active;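 active = activation at 2 µM above a set limit, the mean plus 5 SD, cut at about 37% in these data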
# Pyk2 oligo antag: antagonists of human Pyk2 oligomerization; Q14289; Q293 cells, Pyk2 FERM NanoBiT luminescence; hits give low values; z-score (the deposit names both 25 µM and 10 µM); 0.83% of 99,000 active; AID 1347419;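 active = Z-score of -3 or lower, scaled per plate to the spread of control and sample wells; inactive = z-score above -3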;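 note: negative z-score means lost luminescence so less FERM oligomerization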
# * marks the source's active call; other numbers are inactive results; / = not tested or not shown; [ ] = remark or other dose. This is a random part of the collection (roughly 3.5% active in at least one column).
SMILES,cytoskel mod,FAK blocker,HIV Rev-RRE inh,LYP inh 2,Plk1 PBD FP,PLK1 inh,EphB4 antag,LYP act,Pyk2 oligo antag
O=S(=O)(CCc1nc2ccccc2o1)c1ccc(Cl)c(Cl)c1,/,-4,1,-3,13,1,-6,2,0.81
CC(C)C(=O)NCCc1nc2ccccc2n1CCCOc1ccc(Cl)cc1,3,5,5,-5,-23,-7,-1,11,0.57
Cc1cc(C)nc(-n2nc(C)c(Br)c2Nc2ccc(Br)cc2)n1,-4,3,2,-1,-17,-2,-1,3,-0.01
CCOC(=O)C1(Nc2nccs2)Sc2ccccc2NC1=O (stereo not given),-1,6,4,-6,-1,-5,-2,4,0.75
CS(=O)(=O)Nn1cnc2ccccc2c1=O,-6,2,5,-10,1,-7,-9,8,-0.45
Cc1nnc(N2CCN(c3ccccc3)CC2)[nH]c1=O,-18,0,5,-2,2,-6,-3,2,0.27
CCc1cccc(NC(=O)CN2C(=O)NC3(CCCCCCC3)C2=O)c1,4,-2,10,8,4,-4,2,-8,-0.72
CC(C)(C)c1ccc(C(=O)NCC(=O)OCN2C(=O)c3ccccc3C2=O)cc1,5,0,13,-8,5,-12,-6,9,0.49
O=C(CSc1nnc2scc(-c3ccccc3)n12)Nc1nsc(-c2ccc(Cl)cc2)n1,7,-20,10,26*,-4,-10,2,-24,-1.2
N=c1sccn1CC(=O)N1CCc2ccccc21,-10,0,10,-6,-17,-1,-4,8,-0.04
O=C(/C=C/c1ccc([N+](=O)[O-])cc1)NCCSc1ccccc1,22,-1,3,-2,11,0,-8,9,1.3
Cc1oc2ccc(OCc3ccccc3F)cc2c1C(=O)O,1,4,0,6,25,-16,-4,-6,0.12
Cc1nc2c(ccc3nc(NC(=O)c4ccc(S(=O)(=O)N(C)C)cc4)sc32)s1,-45,-3,-4,1,28,7,0,-4,0.61
COc1ccc(C2CC(=O)N3CN(Cc4ccco4)CSC3=C2C#N)cc1 (stereo not given),-13,0,5,-6,19,-5,-4,4,-0.44
CSc1nc2n(n1)C(c1cc(Br)ccc1F)C(C(=O)N(C)C)=C(C)N2 (stereo not given),3,-3,5,10,-17,-3,1,-12,-0.08
CCn1c(CN2CCN(c3ccc(Cl)cc3)CC2)nc2ccccc21,10,2,6,-5,-8,-5,-8,5,-0.99
COc1ccc(-c2cc(C(=O)NCc3cccnc3)no2)cc1,0,0,-1,-26,13,-13,-4,25,-0.42
COc1ccccc1-c1nc(C#N)c(N2CCCCCC2)o1,-8,-1,12,-2,10,-8,-10,3,-0.5
CCOC(=O)c1[nH]c(C)c(C(=O)NC2CCN(C(=O)OCC)CC2)c1C,3,-1,-3,11,11,-6,9,-13,0.15
CCOC(=O)c1c(C)n(C)c2ccc(OCC(O)CN3CCC(C)CC3)cc12 (stereo not given),-13,2,0,-11,15,-3,-3,10,/
CN(C)c1cccc(C(=O)NC2CCCCCC2)c1,15,0,-3,9,-33,-7,2,-9,-0.34
CC(=O)NCCOC(=O)Nc1cccnc1,10,-1,0,-9,-34,-13,-1,6,0.27
C=C(C)COc1ccc(-c2[nH]ncc2-c2ccccc2)c(O)c1,8,17,10,5,-14,-14,-4,-2,-2
COc1ccc(NS(=O)(=O)c2ccc3oc(Nc4ccc5c(c4)OCCO5)nc3c2)cc1,7,-2,7,-2,-31,-7,7,2,-2.7
CCN(CC)CCNC(=O)C12CC3CC(C)(CC(C)(C3)C1)C2,-1,-1,4,4,-13,2,-4,-4,2.4
Cc1cc(NC(=O)COc2ccc3oc4ccccc4c3c2)no1,-5,-5,11,-5,7,-62,3,5,0.69
O=C(COC(=O)c1ccc(Br)o1)NCCCc1ccccc1,2,-3,6,-6,-16,-2,2,4,0.08
COc1ccc(S(=O)(=O)CCc2nnc(NC(=O)c3cccs3)s2)cc1,-1,-5,-3,-5,-1,-11,-15,10,0.31
CCOc1ccccc1NC(=O)CC1Nc2ccccc2NC1=O (stereo not given),-2,-1,1,-6,-1,-8,-3,3,-0.43
Cn1c(SCC(=O)C(C)(C)C)nnc1-c1ccccn1,-5,-1,5,4,-8,-3,-1,-5,0.27

# Exported as tab-separated lines: 5 of the compounds above
compound	cytoskel mod	FAK blocker	HIV Rev-RRE inh	LYP inh 2	Plk1 PBD FP	PLK1 inh	EphB4 antag	LYP act	Pyk2 oligo antag
C=C(C)COc1ccc(-c2[nH]ncc2-c2ccccc2)c(O)c1	8	17	10	5	-14	-14	-4	-2	-2
CCOc1ccccc1NC(=O)CC1Nc2ccccc2NC1=O (stereo not given)	-2	-1	1	-6	-1	-8	-3	3	-0.43
COc1ccccc1-c1nc(C#N)c(N2CCCCCC2)o1	-8	-1	12	-2	10	-8	-10	3	-0.5
CC(=O)NCCOC(=O)Nc1cccnc1	10	-1	0	-9	-34	-13	-1	6	0.27
COc1ccc(S(=O)(=O)CCc2nnc(NC(=O)c3cccs3)s2)cc1	-1	-5	-3	-5	-1	-11	-15	10	0.31

# (more compounds)
SMILES,cytoskel mod,FAK blocker,HIV Rev-RRE inh,LYP inh 2,Plk1 PBD FP,PLK1 inh,EphB4 antag,LYP act,Pyk2 oligo antag
Cc1ccccc1C1C(C#N)=C2N=C(N)c3c(sc4c3CCCCC4)N2C2=C1C(=O)CCC2 (stereo not given),-4,-1,66*,9,-8,-16,-6,-7,-0.82
O=C1CSC(c2ccccc2F)N1c1cc(Cl)ccc1O (stereo not given),6,2,3,2,-46,-13,-4,-2,-1.2
CCOc1ncccc1C(=O)OCc1nnc(-c2ccccc2)o1,38,0,0,-1,2,-4,1,-2,0
CCC12CN(S(=O)(=O)c3ccc(C)cc3)CC(CC)(CN(S(=O)(=O)c3ccc(C)cc3)C1)C2=O,7,-1,8,-2,-3,-7,-1,3,0.33
Cc1ccc(C(=O)OCCN2CCN(c3ncc(C(F)(F)F)cc3Cl)CC2)cc1,22,-2,2,16,-2,-4,-1,-10,-0.04
CC1(C)C(=O)OC(c2c(F)c(F)c(F)c(F)c2F)C2(CCCCC2)C1=O (stereo not given),-7,0,13,2,6,-10,-7,-5,0.77
CCC(C)[C@H](N)c1nnc(SCC(=O)c2ccc(Cl)cc2)o1 (stereo not given in full),4,0,4,-4,-5,-10,-8,4,-0.61
CCOC(=O)c1[nH]c(C)c(C(=O)OC(C)C(=O)Nc2ncc(Cl)cc2Cl)c1C (stereo not given),-5,6,5,8,-2,-8,9,-6,1.2
Cc1cccc(-n2c(O)c(C=NCCCN3CCOCC3)c3ccccc3c2=O)c1,-15,1,6,-15,-30,-14,-2,15,0.37
COc1ccc(C2=NOC(C(=O)NC3CCCCC3)C2)cc1OC (stereo not given),2,-2,-1,0,4,-10,5,-1,0.48
Cc1ccccc1CN(c1ccc(C(=O)N2CCCC2)cc1)S(C)(=O)=O,-3,1,8,2,-7,-11,1,-1,0.08
CCN(CC)S(=O)(=O)c1ccc(OC)c(NS(=O)(=O)c2ccc(F)cc2)c1,-24,-6,1,12,16,-9,-3,-7,0.66
CCCCCCNC(=O)CSc1nccn1Cc1ccccc1,6,1,2,6,8,-10,-7,-6,0.15
C=CCc1ccc(OCC(O)CN2CCCCC2)c(OC)c1 (stereo not given),7,-1,-3,2,-4,-1,0,1,0.06
COc1ccc(CCNC(=O)CCSc2nc(-c3ccco3)cc(C(F)(F)F)n2)cc1OC,0,-4,2,-3,15,-3,4,6,-0.3
Cc1ccc2cccc(Oc3cnccn3)c2n1,1,-1,1,-2,-12,-13,-5,1,0.37
CCn1c(SCC(=O)NC(=O)NCc2ccco2)nc2sc(C)c(C)c2c1=O,-16,4,5,7,-16,-17,-4,-5,-0.56
CCOc1cc(NC(=S)Nc2ccccc2OC)c(OCC)cc1NC(=O)c1ccccc1C,-1,-8,-6,6,24,-6,1,-2,-0.14
Cc1ccc(C(C#N)c2ccc3c(C(F)(F)F)cc(C(F)(F)F)nc3n2)cc1 (stereo not given),17,3,0,7,-14,-4,5,-4,-2
O=C(NCc1cccnc1)Nc1ccccc1F,-5,2,11,-3,22,-17,8,4,0.92
Cc1ccnc(NS(=O)(=O)c2ccc(NC(=O)C3CCCNC3=O)cc2)n1 (stereo not given),-8,0,7,-3,20,-5,-3,1,-0.19
COc1ccc(-c2ccc(-c3noc(-c4cccc(OC)c4)n3)c(OC)n2)cc1,-11,2,6,1,-10,-53,2,-3,-1
O=C(/C=C\Nc1ccccn1)c1ccccc1,19,2,7,-7,-5,-9,-3,5,-0.41
COc1cccc(NC(=O)Cc2ccccc2)c1,5,6,3,2,-40,-11,-3,-3,/
O=C(Cn1cnc2ccccc2c1=O)Nc1ccc2c(c1)CCC2,-12,0,5,3,-12,-3,-7,-4,-0.13
CC(C)C(c1nnnn1Cc1ccc2c(c1)OCO2)N1CCN(C)CC1 (stereo not given),-9,1,0,-21,-1,-12,1,21,0.29
O=C(Nc1ccccc1C(=O)OCC(=O)N1CCc2ccccc2C1)c1ccco1,-27,7,14,9,2,-7,11,-10,-1
CCOCCCNC(=O)c1[nH]c(C)c(C(C)=O)c1C,-3,-4,3,-15,-9,9,-1,12,1
O=C(CN1C(=O)C2C3C=CC(C3)C2C1=O)Nc1ccc(C(=O)O)cc1 (stereo not given),0,-3,6,8,-21,-7,8,-10,0.16
O=C(O)CCSc1nc2ccccc2n1CCOc1ccccc1,13,-3,3,-1,3,-9,-5,-3,-0.08
CCOC(=O)c1oc2ccc(S(=O)(=O)n3nc(-c4ccc(C)cc4)cc3N)cc2c1C,1,1,15,-7,24,-17,-13,6,/
COc1ccc(CNC(=O)c2ccc(NC(=O)CC3SC(N4CCCC4)=NC3=O)cc2)cc1 (stereo not given),14,2,8,8,-13,-12,6,-5,0.09
COc1ccc(CN2C(=O)C(O)(CC(=O)c3ccc4c(c3)OCO4)c3ccccc32)cc1OC (stereo not given),5,0,9,5,29,3,3,-8,0.42
Cc1ccc(-n2nnc3c(SCC(=O)NCC4CCCO4)ncnc32)cc1 (stereo not given),20,2,10,-16,-25,-3,2,10,-1.1
Cc1ccc(C(=O)N(c2c(C)n(C)n(-c3ccccc3)c2=O)C(C)C)cc1,0,2,8,-7,-9,-12,-8,7,0.53
CN(C)c1ccc(-c2nnn(CC(=O)N3c4ccccc4CCc4ccccc43)n2)cc1,0,6,3,-16,-11,-11,3,20,0.39
CCC(=O)Nc1ccc(C(=O)Nc2ccc3c(c2)OCO3)cc1,-1,-4,2,1,20,-10,-6,-2,-0.11
COc1cc(-c2nnc(-c3ccccc3)o2)cc(OC)c1OC,-4,4,-1,-24,-2,-18,8,20,-0.07
Cc1cccn2c(N)c(-c3ccccc3)nc12,/,0,108*[fluorescence artefact?],-4,-1,-7,1,2,-0.45
CN(C)c1ccc(N/C=C/C(=O)c2ccc(F)cc2)cc1,-15,6,21,-5,2,-13,1,5,-0.41
CN1C(C)(C)CC(=NOC(=O)c2ccccc2)CC1(C)C,-4,-2,-1,1,20,-13,-3,4,-0.2
Cc1ccc(SCC(=O)Nc2cc(C)on2)cc1,-10,-2,7,6,-8,9,6,-7,0.79
CCc1ccccc1NC(=O)CSc1nc(-c2ccccc2)nn1C(=O)c1cccc([N+](=O)[O-])c1,2,15,5,0,6,-8,-1,2,/
Cc1ccc(C(=O)NCC(=O)OCC(=O)c2ccc3c(c2)OCCO3)cc1C,-10,0,2,5,14,-10,-4,-8,0.99
CNc1nc(C(=O)O)nc(N2CCOCC2)n1,/,-1,8,0,23,-16,-8,-1,-0.29
COC(=O)Cn1ncc2c3ccccc3n(C)c2c1=O,-15,-1,5,-6,-30,1,2,5,0.23
N#Cc1c(C(F)(F)F)cc(-c2ccco2)nc1SCc1ccccn1,3,-1,19,13,2,-15,-4,-12,-0.47

# High-throughput results from PubChem BioAssay.
